Screening results from PubChem.
CHO parental Ca – counter-screen for OX1R antagonists: effect in parental CHO cells; parental CHO-K1, ATP-induced calcium, Fluo-8 fluorescence; inhibition, % at 5.6 µM; 330,000 tested, 0.63% active;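 active = inhibition above that plate's mean sample inhibition plus 3 SD, cut at about 26% in these data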;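 also: 0% = ATP-challenged DMSO wells and 100% = DMSO wells without ATP; some compounds past the cut are filed as inactive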
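Material: parental CHO cells / Compound: single nominal dose of 5.6 µM per compound / Signal: Fluo-8 fluorescence / Replicates: singlicate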
M1 ag parental – nonselective activator or artifact in parental CHO-K1 cells | Fluo-8 calcium fluorescence; scaled to maximal ATP response, vehicle zero | activation, % at 3 µM | 360,000 tested, 0.48% active; in the data active = activation above about 15%;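 also: untransfected CHO-K1 host cells lacking M1 receptor as counterscreen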
TAAR1 antagonist – antagonists of human TAAR1; inhibition, % at 3 µM; AID 624466; 360,000 tested, 1.5% active; Q96RJ0; CHO RD-HGA16 TAAR1, Fluo-8 calcium fluorescence, antagonist;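 active = inhibition above a per-plate cutoff, the mean inhibition of test compounds on that plate plus 3 SD, cut at about 49% in these data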;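 also: 0% = DMSO plus EC80 beta-PEA response and 100% = DMSO alone without agonist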
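System: RD-HGA16 CHO cells with stable hTAAR1 and Gα16 | Probe or stimulus: EC80 β-phenethylamine stimulus | Dosing: 3 µM, single point | Times: Dye loading 75 min at 37 °C, then 30 min room temperature | Measured by: Fluo-8 calcium-sensitive fluorescence | Read-out basis: % inhibition of agonist calcium response | Replicates: n of 1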
CHO-K1 Ca antag – nonselective inhibitor or artifact in parental CHO-K1 cells; inhibition, % at 3 µM; ATP-induced calcium, Fluo-8 fluorescence; 360,000 tested, 0.6% active; AID 602250;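 active = inhibition above a per-plate cutoff, the plate's mean sample inhibition plus 3 SD, cut at about 24% in these data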;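 also: 0% = DMSO plus EC80 ATP and 100% = DMSO alone without ATP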
M1 ag – activates human CHRM1 receptor; CHO-K1 hM1, Fluo-8 calcium fluorescence, agonist mode; 0% DMSO, 100% acetylcholine EC100; activation, % at 3 µM; 360,000 tested, 0.33% active;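 active = activation above the run's mean compound activation plus 3 SD, cut at about 16% in these data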;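 also: peak over basal fluorescence ratio within a 140 s kinetic read after compound addition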
Target sequence (P11229 whole entry, looked up): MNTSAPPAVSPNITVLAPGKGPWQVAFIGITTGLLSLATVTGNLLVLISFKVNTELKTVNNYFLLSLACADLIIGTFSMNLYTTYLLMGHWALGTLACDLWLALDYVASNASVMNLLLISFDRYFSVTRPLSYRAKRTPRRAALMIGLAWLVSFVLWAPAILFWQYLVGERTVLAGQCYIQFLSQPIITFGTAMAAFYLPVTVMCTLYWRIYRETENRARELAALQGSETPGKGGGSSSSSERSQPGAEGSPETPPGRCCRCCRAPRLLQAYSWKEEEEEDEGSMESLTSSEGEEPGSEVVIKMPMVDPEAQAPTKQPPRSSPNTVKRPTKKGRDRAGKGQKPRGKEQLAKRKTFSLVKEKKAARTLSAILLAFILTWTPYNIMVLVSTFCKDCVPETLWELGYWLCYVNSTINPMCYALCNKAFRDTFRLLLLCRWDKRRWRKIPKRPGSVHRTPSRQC
TAAR1 ag – human TAAR1 agonism. Q96RJ0. CHO RD-HGA16 TAAR1, Fluo-8 calcium fluorescence; vehicle wells 0%, saturating PEA agonist 100%. activation, % at 3 µM. 360,000 tested, 0.99% active. AID 624467;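 active = activation above the mean activation of all test compounds in the run plus 3 SD, cut at about 38% in these data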
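Test system: RD-HGA16 (CHO) cells co-expressing Gα16 and hTAAR1; dosing: one-point dosing at 3 µM (nominal); timing: 17-24 h seeding, 75 min 37 °C dye, 30 min RT; signal: kinetic Fluo-8 calcium fluorescence; read-out basis: % activation relative to PEA EC100 response; controls: DMSO and PEA EC100; replicates: n 1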
CHO-K1 Ca PAM – nonselective activator or artifact in parental CHO-K1 calcium assay; ATP EC20, Fluo-8 calcium fluorescence; 0% at ATP EC20, 100% at ATP max; activation, % at 3 µM; 360,000 tested, 0.02% active;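 active = activation above the run cutoff, the mean activation of all test compounds plus 3 SD, cut at about 40% in these data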;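 also: peak over basal fluorescence ratio in a 140 s read after ATP addition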
OXTR potentiator – potentiates the human oxytocin receptor response. CHO-OTR cells, Fluo-8 calcium fluorescence, potentiator mode; 0% = oxytocin EC15, 100% = EC100. 320,000 tested, 0.061% active. activation, % at 3 µM;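 active = activation above that plate's cutoff, the mean activation of tested compounds plus 3 SD, cut at about 6.6% in these data, passing the limit was not always enough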;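 also: 100% uses oxytocin at 75 nM as the full agonist control; some results filed as inactive read as strong as hits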
Target sequence (P30559 whole entry, looked up): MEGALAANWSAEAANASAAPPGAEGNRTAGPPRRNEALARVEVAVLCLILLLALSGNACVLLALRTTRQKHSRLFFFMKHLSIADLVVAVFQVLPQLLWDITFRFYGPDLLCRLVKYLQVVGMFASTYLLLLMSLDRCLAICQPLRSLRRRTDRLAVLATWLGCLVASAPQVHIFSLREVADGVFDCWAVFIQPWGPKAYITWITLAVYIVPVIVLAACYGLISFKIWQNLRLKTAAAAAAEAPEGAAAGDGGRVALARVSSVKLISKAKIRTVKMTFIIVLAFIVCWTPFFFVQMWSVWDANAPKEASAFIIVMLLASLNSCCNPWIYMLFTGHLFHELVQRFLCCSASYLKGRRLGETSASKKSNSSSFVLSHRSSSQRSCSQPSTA
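Material: CHO-OTR cells, human receptor; compound dosing: single dose, 3.0 µM nominal final compound concentration; schedule: 6 min compound pre-incubation at room temperature, 100 s kinetic read; measured by: kinetic Fluo-8 calcium fluorescence; read-out basis: % activation vs EC15 and EC100 oxytocin; controls: EC15 oxytocin alone as 0%, 75 nM oxytocin as 100%; replicates: singlicate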
M1 antag – blocks human M1 muscarinic receptor | CHO-K1 hM1, Fluo-8 calcium fluorescence, ACh EC80 antagonist | inhibition, % at 3 µM | 360,000 tested, 1.3% active | AID 588852;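 active = percent inhibition above its own plate's cutoff, namely the mean of that plate's compound wells plus 3 SD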;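 also: peak over basal fluorescence ratio during 140 s after agonist addition; 0% = ACh EC80 plus DMSO and 100% = DMSO alone without agonist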
An asterisk follows results filed as active; . = not tested or not shown. This is a random part of the collection; about 4.2% have a hit in one of these screens.

Molecule	CHO parental Ca	M1 ag parental	TAAR1 antagonist	CHO-K1 Ca antag	M1 ag	TAAR1 ag	CHO-K1 Ca PAM	OXTR potentiator	M1 antag
CCc1nnc(NC(=O)CSc2ccc(-c3nc4ccc(C)cc4[nH]3)cn2)s1	-17	2.2	17	-12	-7	0	18	-6	-2
CC1C/C(=N/NC(=O)c2cccs2)CC(C)(C)C1 (stereo not drawn)	6	0.7	2	-4	-5	9	4	3	-7
COC(=O)/C(C#N)=C/c1ccc(-c2ccc(S(N)(=O)=O)cc2)o1	-2	12	-8	-1	-4	0	9	-5	-4
Nc1nc(SCc2ccc([N+](=O)[O-])cc2)c2ncn(C3OC(CO)C(O)C3O)c2n1 (stereo not drawn)	1	0.2	-4	-18	0	3	24	-12	-10
CN(CCO)c1cc(N(C)CCO)c([N+](=O)[O-])cc1[N+](=O)[O-]	6	-0.4	-17	6	-2	3	-8	-6	0
Cn1cccc1C(=O)Nc1nc(-c2ccccn2)cs1	-4	1.8	2	0	-5	6	16	-3	-8
COc1ccc(C(c2nnnn2Cc2ccccc2)N2CCN(c3ccccc3)CC2)cc1 (stereo not drawn)	-20	-0.3	2	3	-5	4	-4	-9	4
COc1cc2cc(C(=O)Nc3ccccc3)c(N)nc2cc1OC	-4	0.6	-4	-6	-3	20	14	4	1
CC(C)(C)c1ccc(Nc2n[nH]c3ccccc23)cc1	.	-0.3	-1	-17	4	-2	-11	.	-44
COc1ccc(N2C(=NC(=O)CCCc3ccccc3)SC3CS(=O)(=O)CC32)cc1 (stereo not drawn)	-7	-0.7	-1	-4	-1	3	8	-4	-3
Oc1ccccc1C=NCCCCCCN=Cc1ccccc1O	-7	1.2	-37	-13	-3	3	9	-3	-19
CCc1nc2c(OCc3ccccc3OC)cccn2c1N(C)C(=O)C(C)C	.	0.2	-11	4	-10	-1	1	.	2
CCn1cc(C(=O)N2CC(C)CC(C)C2)c(=O)c2cc(S(=O)(=O)N3CCCC3)ccc21 (stereo not drawn)	9	0.5	-30	-16	-3	3	19	-19	-6
CCC(=O)N1CCc2cc(Br)cc(S(=O)(=O)N3CCCCCC3)c21	3	1.3	-5	8	-1	6	4	-10	2
O=S1(=O)CC(O)C(N2CCC(c3ccccc3)CC2)C1 (stereo not drawn)	-5	1.6	3	-7	-4	2	19	-9	-5
Nc1c(S(=O)(=O)c2ccccc2)nnn1-c1ccccc1	-5	0.4	-1	1	-2	3	14	-12	0
O=C(CCNS(=O)(=O)c1ccccc1C(F)(F)F)NC1CCCCCC1	.	0.3	-34	3	-3	1	-22	.	2
COCc1c(C(=O)NC2CCCCC2)sc2cccc(F)c12	-33	-0.6	-19	-21	-4	31	15	-4	-9
Cc1c(N2C(=O)C(C)SC23C(=O)Nc2ccccc23)c(=O)n(-c2ccccc2)n1C (stereo not drawn)	-2	0.6	-17	-7	-4	4	14	2	-8
CCN(CC(=O)NC1CCS(=O)(=O)C1)S(=O)(=O)c1ccc(C)cc1C (stereo not drawn)	-12	0.1	1	6	-10	0	6	-6	-4
Cc1cc2nc(-c3ccc(F)cc3)c(CC3CCCCC3)n2c(C)c1Br	.	0.2	-5	-20	.	1	17	.	.
O=C(Nc1nnc(C2=COCCO2)o1)c1ccc([N+](=O)[O-])cc1	-8	0.2	-4	-14	-4	0	14	-2	-5
CN(NS(=O)(=O)c1ccc(Cl)cc1)c1nc(C(F)(F)F)nc2ccccc12	4	1.8	-15	-2	-4	5	15	-11	-8
CCCCCC(=O)N1C[C@@H](n2cc(C3CC3)nn2)[C@H](O)C[C@@H]1c1ccc(C)cc1	.	1.0	-3	-5	0	4	18	.	-1
Cc1ccc(OCC(=O)N2CCc3ccccc3C2)c(C)c1	-12	0.9	3	2	0	42*	5	-20	-20

Going on with the list:
Molecule	CHO parental Ca	M1 ag parental	TAAR1 antagonist	CHO-K1 Ca antag	M1 ag	TAAR1 ag	CHO-K1 Ca PAM	OXTR potentiator	M1 antag
CCN(CC)C(=O)C1=C(C)N(Cc2ccc(OC)cc2)C(=O)C(CC(=O)NCCN2CCOCC2)C1 (stereo not drawn)	.	0.7	-13	-7	-3	1	9	.	-7
Cc1cccc(NC(=S)N(CCCN2CCOCC2)Cc2ccco2)c1	-1	2.0	-19	-24	-6	2	16	-1	-20
CC(=O)N(CCc1cccc(C)c1)Cc1cc2ccc(C)cc2[nH]c1=O	-19	1.6	13	6	0	4	12	-2	-16
CC(C)=C1SC(N2CCN(c3cccc(C(F)(F)F)c3)CC2)=NC1=O	-20	-0.2	-10	12	0	1	0	-2	-11
COc1ccc(C)cc1S(=O)(=O)N(CC(=O)Nc1cccc([N+](=O)[O-])c1)c1ccc(C)cc1	1	4.8	0	-4	-4	1	28	-9	11
COC(=O)C=C1CCC2C3CC(F)C4(O)CC(=O)CCC4(C)C3C(=O)CC12C (stereo not drawn)	.	1.0	14	-12	-1	4	19	.	-8
O=C(c1cccn2c(=O)c3ccccc3nc12)N1CCN(c2ccccn2)CC1	-8	0.3	9	0	-4	6	17	-10	-4
COc1ccc(NS(=O)(=O)c2cccc(C(=O)N3CCCC3)c2)cc1	-9	0.4	3	7	-1	1	-17	-2	2
COc1cc2c(cc1NS(=O)(=O)N1CCCCC1)oc1ccccc12	-19	0.1	10	-14	-2	10	29	-5	5
Cc1noc(C)c1COc1ccccc1C(=O)NCCOc1ccccc1	.	3.4	11	-18	1	2	12	.	-7
O=C(O)c1cn(-c2ccc(F)c(F)c2)c2c(F)c(F)c(F)c(F)c2c1=O	-1	0.5	-14	-24	1	5	17	4	-16
NCC12CC3CC(C1)CC(c1ccc(Br)cc1)(C3)C2	-4	0.4	22	7	0	42*	8	-16	4
N#C/C(=C\c1ccccc1)C(=O)NCc1ccc(F)cc1	-17	0.7	-48	-10	2	1	10	-3	-17
COc1cc(/C=C(\C#N)C(=O)NCC2CCCO2)c([N+](=O)[O-])cc1OC (stereo not drawn)	2	-0.1	3	-6	0	5	3	-7	8
CCOc1ccc(C(N)=O)cc1OC	8	0.5	-16	-12	-2	11	16	-14	-26
Cc1ccc(NC(=O)C2(c3ccccc3)CC2(Cl)Cl)cc1C (stereo not drawn)	-9	0.4	8	-8	-3	9	4	-14	7
COc1ccc(OC)c(NC(=O)CCN2CCN(C)CC2)c1	-7	0.5	9	-7	-2	0	13	2	-10
CCOC(=O)C1=NOC(CNC(=O)c2c(-c3ccccc3Cl)noc2C)C1 (stereo not drawn)	-11	0.2	2	-3	-1	6	1	1	-4
N=c1n(CCN2CCCCC2)c2ccccc2n1CC(O)c1cccc(Br)c1 (stereo not drawn)	9	1.4	-16	-6	-5	8	22	-1	14
COc1cccc2cc(C(=O)CS(=O)(=O)c3ccc(C(C)(C)C)cc3)c(=O)oc12	-9	0.2	-5	-1	-2	2	2	-8	-1
CCc1ccc(NC(=O)c2cc(S(=O)(=O)N3CCc4ccccc43)cn2C)cc1	-7	0.3	-10	2	-4	0	15	-3	2
Cc1cc(NC(=O)COC(=O)c2cc(S(=O)(=O)N3CCOCC3)ccc2N2CCCCC2)no1	-6	-0.4	-4	-14	-5	-1	21	-11	-16
COCC(=O)N1CCc2ccc(NC(=O)c3ccc(C(F)(F)F)cc3)cc2C1	-19	0.8	-30	2	-4	1	-3	-10	-9
O=[N+]([O-])c1cc(C(F)(F)F)cc([N+](=O)[O-])c1N1CCN(S(=O)(=O)c2ccccc2)CC1	-7	1.3	3	-4	-7	-1	18	-7	0
C[C@H](CO)N1C[C@H](C)[C@@H](CN(C)C(=O)Nc2ccccc2)Oc2c(NS(=O)(=O)c3cccs3)cccc2C1=O	-6	0.5	13	-6	-2	11	8	0	3
COc1ccc(-c2[nH]c3ccccc3c2SCCN)cc1	-9	0.6	9	-8	-1	8	-5	-6	7

By substructure: the compounds so far with an aryl methoxy group (13)
Molecule	CHO parental Ca	M1 ag parental	TAAR1 antagonist	CHO-K1 Ca antag	M1 ag	TAAR1 ag	CHO-K1 Ca PAM	OXTR potentiator	M1 antag
COc1ccc(C(c2nnnn2Cc2ccccc2)N2CCN(c3ccccc3)CC2)cc1 (stereo not drawn)	-20	-0.3	2	3	-5	4	-4	-9	4
COc1cc2cc(C(=O)Nc3ccccc3)c(N)nc2cc1OC	-4	0.6	-4	-6	-3	20	14	4	1
COc1ccc(N2C(=NC(=O)CCCc3ccccc3)SC3CS(=O)(=O)CC32)cc1 (stereo not drawn)	-7	-0.7	-1	-4	-1	3	8	-4	-3
CCc1nc2c(OCc3ccccc3OC)cccn2c1N(C)C(=O)C(C)C	.	0.2	-11	4	-10	-1	1	.	2
CCN(CC)C(=O)C1=C(C)N(Cc2ccc(OC)cc2)C(=O)C(CC(=O)NCCN2CCOCC2)C1 (stereo not drawn)	.	0.7	-13	-7	-3	1	9	.	-7
COc1ccc(C)cc1S(=O)(=O)N(CC(=O)Nc1cccc([N+](=O)[O-])c1)c1ccc(C)cc1	1	4.8	0	-4	-4	1	28	-9	11
COc1ccc(NS(=O)(=O)c2cccc(C(=O)N3CCCC3)c2)cc1	-9	0.4	3	7	-1	1	-17	-2	2
COc1cc2c(cc1NS(=O)(=O)N1CCCCC1)oc1ccccc12	-19	0.1	10	-14	-2	10	29	-5	5
COc1cc(/C=C(\C#N)C(=O)NCC2CCCO2)c([N+](=O)[O-])cc1OC (stereo not drawn)	2	-0.1	3	-6	0	5	3	-7	8
CCOc1ccc(C(N)=O)cc1OC	8	0.5	-16	-12	-2	11	16	-14	-26
COc1ccc(OC)c(NC(=O)CCN2CCN(C)CC2)c1	-7	0.5	9	-7	-2	0	13	2	-10
COc1cccc2cc(C(=O)CS(=O)(=O)c3ccc(C(C)(C)C)cc3)c(=O)oc12	-9	0.2	-5	-1	-2	2	2	-8	-1
COc1ccc(-c2[nH]c3ccccc3c2SCCN)cc1	-9	0.6	9	-8	-1	8	-5	-6	7
